Hep lipid drop = inhibitors of hepatocyte lipid droplet formation, primary screen, imaging, high-throughput imaging, BODIPY stain; AML12 mouse hepatocytes, oleate lipid droplets; inhibition, % at 6.5 µM; hit rate 0.4% among 240,000; AID 1656, 2009;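 active means lipid droplet intensity inhibited by at least 50%, with more than 500 cells counted; inconclusive means wells with under 300 cells, treated as cytotoxic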
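Assay system: AML12 hepatocytes (mouse); Probe or stimulus: oleic acid at 100 µM to induce lipid droplet formation; Dosing: compound at 6.5 µM only; Schedule: compound with oleate, overnight; Detection: fluorescence imaging, 20x objective, two fields per well; Measure: % inhibition of lipid droplet signal.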
K1F lysis inhibition = inhibition of K1F phage lysis, E. coli UTI89, bacterial capsule biogenesis inhibitors, alamar blue (AID 488966) | E. coli UTI89 K1F phage lysis, alamar blue, 2 h; higher % means a stronger effect | inhibition, % at 100 µM, or IC50 in µM where a hit was titrated | hit rate 0.02% among 340,000;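 active means phage lysis inhibition, versus mean bacterial control, above a set limit; inconclusive means no clear call, values can overlap the other calls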;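 further: capsule biogenesis inhibitors block K1F phage lysis so surviving cells raise fluorescence; higher fluorescence means more inhibition of phage lysis; actives were called in the ten point dose series up to 300 µM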
Myeloid diff 2 = induction of myeloid progenitor differentiation, primary screen, cell-based, flow cytometry, MLPCN library; hit rate 1% among 360,000; AID 624256, 2012; ER-HoxA9 myeloid progenitors, lysozyme-GFP differentiation; calls only at 10 µM;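 active means normalized GFP-positive differentiation at or above the plate's own cutoff, the solvent-only control mean plus 3 SD; inconclusive means no clear call, values can overlap the other calls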;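 further: cells exposed to compound for four days before flow analysis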
M1AAP inhibition = P. falciparum M1AAP inhibitors, biochemical, fluorogenic H-Leu-NHMec substrate, 1536-well (AID 1445) | recombinant M1AAP, H-Leu-NHMec fluorogenic kinetic assay; higher % means a stronger effect | inhibition, % at 30 µM; hits with a dose series show IC50 in µM | hit rate 0.42% among 220,000;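 active means primary inhibition above the hit cutoff, then over 50% inhibition at one or more dose response concentrations, cut at about 23% in these data, passing the limit was not always enough; inconclusive means conflicting primary data, or primary hits not chosen for dose response; inactive means low primary inhibition, or under 50% at every dose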;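 further: plate controls were DMSO full reaction for no effect and no enzyme background for full effect; strong numbers were not always called active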
ER stress rescue = rescue of cells from ER stress-induced death, primary screen, 384-well, CSM14.1, thapsigargin, ATP luminescence (AID 1222); CSM14.1 thapsigargin-induced death rescue, ATP luminescence; higher % means a stronger effect; one-dose cellular ATP content (survival), % at 20 µM; EC50 in µM for titrated hits; 190,000 tested, under 10 active;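 active means EC50 below 50 µM in the dose-response confirmation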;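 further: death triggered by thapsigargin at about 15 µM added after 2 h compound pretreatment; cell ATP read after overnight thapsigargin exposure of roughly 18 to 22 hours; normalized against plate controls of thapsigargin alone and 5% DMSO vehicle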
human PMI inhibitors = human PMI inhibitors, high substrate, primary screen, biochemical, fluorescence intensity, high mannose 6-phosphate (AID 1220); hit rate 0.66% among 190,000; Mannose-6-phosphate isomerase (Homo sapiens); recombinant PMI enzyme, coupled fluorescence intensity; higher % means a stronger effect; inhibition, % at 20 µM, or IC50 in µM where a hit was titrated
TNAP activators = human TNAP enzyme activators, primary screen, biochemical, luminescent, no phosphate acceptor, uHTS (AID 1001) | activation fold at 20 µM, or EC50 in µM where a hit was titrated | purified TNAP, luminescent activation assay, no phosphate acceptor; higher activation fold means a stronger effect | Alkaline phosphatase, tissue-nonspecific isozyme (Homo sapiens) | hit rate 0.03% among 200,000; in the data active means activation fold from about 3, or a potency from the dose series; inactive means the rest, 99 in 100 with activation fold below about 1.6; further: many of its hits are not listed in these tables
human PMI inhibition = inhibitors of human PMI, primary screen, biochemical, fluorescence intensity, coupled assay (AID 1209); purified PMI enzyme, coupled fluorescence intensity; higher % means a stronger effect; inhibition, % at 20 µM, or IC50 in µM where a hit was titrated; hit rate 0.42% among 190,000;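 further: plate controls were DMSO vehicle for no effect and wells lacking substrate for full effect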
WT yeast gro inh = growth inhibition of WT strain, primary screen, mitochondrial fusion inhibitor project, WT and mutant strains, chemical genetic. hit rate 2.1% among 190,000. mitochondrial fusion phenotypic screen. inhibition, % at 10 µM; in the data active means inhibition above about 58%; tested in S. cerevisiae
WT yeast gro inh mutant strain = further read-out of WT yeast gro inh, marked with its call; inhibition, %; mitochondrial fusion phenotypic screen, mutant strain inhibition
Hep lipid drop cells 6.5 µM = also measured in Hep lipid drop; calls as there; cell count; measured here: cell count, cytotoxicity flag;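 cells counted across two imaged fields per well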
Myeloid diff 2 GFP+ MAC1+ % = also measured in Myeloid diff 2; calls as there; GFP+ MAC1+ double positive, %; measured here: differentiation confirmed by MAC1 staining
* hit, by the source's call; i = inactive; ? = inconclusive; . = no result given; [ ] = remark or other dose. Unless noted, no stated cut-off is given here; in the data, active means inhibition above about 50%; inactive means the rest.

SMILES | Hep lipid drop | Hep lipid drop cells 6.5 µM | K1F lysis inhibition | Myeloid diff 2 | Myeloid diff 2 GFP+ MAC1+ % | M1AAP inhibition | ER stress rescue | human PMI inhibitors | TNAP activators | human PMI inhibition | WT yeast gro inh | WT yeast gro inh mutant strain
COCCCNC(=O)c1cccc(C(=O)NCCCOC)c1 | . | . | 1.1% | i | 16 | 11% | 2.0% | 6% | 1.1 | 1% | 66* | 6.0*
COc1ccc(C(c2nnnn2CC2CCCO2)N2CCN(c3cccc(C)c3C)CC2)cc1 (stereo unspecified) | . | . | 0.3% | i | 0.7 | 8% | 3.1% | 1% | 1.1 | 7% | 7 | 63
N#CC(C#N)=NNc1ccc(S(=O)(=O)N2CCCC2)cc1 | 18 | 661 | 2.1% | i | 1.1 | 7% | -2.1% | -12% | 1 | -16% | 11 | -13
CCCOc1ccc(C(=O)NNC(=S)NC(=O)c2cc(-c3ccccc3)nc3ccccc23)cc1 | . | . | 3.4% | i | 0.6 | -14% | 0.8% | -20% | 1.1 | -14% | -44 | -36
C=CCSC1=C(C#N)C(c2ccc(OCC)cc2)CC(=O)N1 (stereo unspecified) | . | . | -0.8% | i | 2.9 | 0% | 3.9% | 0% | 1.2 | -2% | 9 | 3
COc1ccc(C2C(C(C)=O)=C(O)C(=O)N2CCN(C)C)cc1OC (stereo unspecified) | . | . | . | . | . | . | -0.3% | 0% | 1.1 | -15% | 12 | -2
Oc1c(C(Nc2nccs2)c2ccc(C(F)(F)F)cc2)ccc2cccnc12 (stereo unspecified) | -7 | 524 | 0.5% | . | . | -11% | -2.2% | 24% | 1.8 | -4% | 21 | 8
CCn1c(=O)cc(OCC(=O)NCCCN2CC(C)CC(C)C2)c2ccccc21 (stereo unspecified) | -4 | 708 | 0.0% | i | 0.7 | 6% | -1.6% | 2% | 1 | 6% | -49 | -29
C/C(Cc1ccccc1)=N\NC(=O)CNC(=O)COc1cccc(C)c1 | -8 | 710 | -0.3% | i | 0.4 | 5% | . | . | . | . | . | .
COc1ccc(-c2cn3cccnc3n2)cc1NC(=O)C1CCCC1 | . | . | -0.2% | i | 5.2 | 7% | -1.1% | -5% | 1 | -9% | -10 | -8
COc1ccccc1OCC(=O)Nc1oc(-c2ccccc2)c(-c2ccccc2)c1C#N | -21 | 727 | 0.5% | i | 1.0 | -1% | -1.3% | 18% | 1.1 | 21% | -2 | -21
C#CCNc1c2c(nc3nnnn13)CCCC2 | 11 | 716 | -0.1% | i | 0.8 | -2% | -0.5% | 6% | 1 | -2% | 0 | -4
COc1ccc(-c2cc(C(=O)Nc3ccccc3O)c3ccccc3n2)cc1OC | 6 | 635 | -0.8% | i | 0.2 | 11% | -5.0% | 15% | 1.1 | 9% | 26 | 9
Cc1ccc2cc(CN(Cc3ccc4c(c3)OCO4)Cc3nnnn3Cc3ccco3)c(=O)[nH]c2c1C | -33 | 678 | 1.6% | i | 2.3 | 2% | . | 7% | 1.1 | 11% | 16 | -16
O=C(c1cccc([N+](=O)[O-])c1)n1nc(-c2ccccc2)nc1NCc1ccccc1 | 16 | 678 | 0.2% | i | 1.0 | 4% | 0.3% | -6% | 0.7 | 7% | 12 | -16
CCCOc1ccc(/C=N/NC(=O)CSCc2ccc([N+](=O)[O-])cc2)cc1OCC | -3 | 698 | 0.2% | i | 0.1 | 4% | -1.3% | 3% | 1.2 | 13% | 27 | -3
O=C(NCC(=O)N(Cc1ccc(F)cc1)C(C(=O)NC1CCCC1)c1ccco1)c1ccco1 (stereo unspecified) | . | . | -1.5% | i | 0.3 | 0% | -2.1% | -5% | 0.9 | -10% | 3 | 9
CCOc1cnn(-c2cc(Oc3ccc(C)cc3)ncn2)c(=O)c1Cl | 6 | 772 | 0.6% | i | 0.7 | 1% | 2.3% | 10% | 1.1 | 4% | 5 | -1
CCOC(=O)C1CCN(C(=O)COc2cc(C)c(Br)c(C)c2)CC1 | . | . | 0.8% | i | 1.2 | 3% | 0.0% | 10% | 1.1 | 4% | 6 | -4
COc1cccc(Nc2nnc(SCc3cc([N+](=O)[O-])cc4c3OCOC4)s2)c1 | 10 | 586 | 0.2% | i | 0.8 | -4% | -1.5% | 13% | 1 | 8% | -7 | -10
Cc1oc(-c2ccccc2Cl)nc1CSCC(=O)NC1CCCC1 | 6 | 788 | 3.7% | i | 0.9 | 2% | -0.9% | -11% | 0.8 | -13% | 1 | 5
O=S(=O)(c1c(F)cccc1F)N1CCN(C(=S)NCc2ccc3c(c2)OCO3)CC1 | -26 | 674 | -1.1% | i | 0.5 | 9% | -0.1% | -2% | 1.1 | -2% | 1 | -3
Cc1ccn(CCSCC(=O)O)n1 | . | . | 2.5% | i | 0.9 | 1% | 2.0% | 7% | 1.1 | -4% | 8 | -2
C(#CC12CC3CC(CC(C3)C1)C2)CN1CCOCC1 | -1 | 688 | 0.3% | i | 0.2 | 3% | -0.6% | -5% | 1 | -10% | -8 | 9
Cc1cc(N2CCCN(C)CC2)nc2cc(Cl)ccc12 | . | . | ? | i | 5.3 | 2% | -2.8% | -1% | 1.1 | 1% | 19 | -7

Five of the compounds above, with two lines to a compound:
Values run as follows: Hep lipid drop, Hep lipid drop cells 6.5 µM, K1F lysis inhibition, Myeloid diff 2, Myeloid diff 2 GFP+ MAC1+ %, M1AAP inhibition, ER stress rescue, human PMI inhibitors, TNAP activators, human PMI inhibition, WT yeast gro inh, WT yeast gro inh mutant strain
COc1ccc(C2C(C(C)=O)=C(O)C(=O)N2CCN(C)C)cc1OC (stereo unspecified)
→ ., ., ., ., ., ., -0.3%, 0%, 1.1, -15%, 12, -2
Oc1c(C(Nc2nccs2)c2ccc(C(F)(F)F)cc2)ccc2cccnc12 (stereo unspecified)
→ -7, 524, 0.5%, ., ., -11%, -2.2%, 24%, 1.8, -4%, 21, 8
CCn1c(=O)cc(OCC(=O)NCCCN2CC(C)CC(C)C2)c2ccccc21 (stereo unspecified)
→ -4, 708, 0.0%, i, 0.7, 6%, -1.6%, 2%, 1, 6%, -49, -29
C/C(Cc1ccccc1)=N\NC(=O)CNC(=O)COc1cccc(C)c1
→ -8, 710, -0.3%, i, 0.4, 5%, ., ., ., ., ., .
COc1ccc(-c2cn3cccnc3n2)cc1NC(=O)C1CCCC1
→ ., ., -0.2%, i, 5.2, 7%, -1.1%, -5%, 1, -9%, -10, -8

More entries:
SMILES | Hep lipid drop | Hep lipid drop cells 6.5 µM | K1F lysis inhibition | Myeloid diff 2 | Myeloid diff 2 GFP+ MAC1+ % | M1AAP inhibition | ER stress rescue | human PMI inhibitors | TNAP activators | human PMI inhibition | WT yeast gro inh | WT yeast gro inh mutant strain
C=CCNC(=S)NNC(=O)CSc1nc2ccccc2s1 | 0 | 770 | 1.2%[50 µM] | i | 0.3 | -12% | -2.1% | -13% | 1.4 | -9% | 15 | -6
CCC(C)c1ccccc1NC(=O)CN1CCN(C/C=C/c2ccccc2)CC1 (stereo unspecified) | -16 | 665 | 0.1% | i | 0.5 | 2% | -0.9% | 10% | 1.1 | 9% | 58 | 48
COCCn1c(SCC#N)nnc1-c1ccccc1 | . | . | 4.3% | i | 5.5 | -1% | 0.4% | 2% | 1.1 | -4% | -7 | -4
CCOC(=O)c1c(NC(=O)COC(=O)c2nc(Cl)ccc2Cl)sc2c1CCC2 | -2 | 665 | 3.0% | i | 0.3 | 9% | -2.0% | 0% | 1 | -6% | -16 | -8
Cc1ccc2nc3nc(NCC4CCCO4)c(C(=O)NC4CCCC4)cc3c(=O)n2c1 (stereo unspecified) | -2 | 650 | 0.0% | i | 0.4 | 11% | -0.1% | -3% | 1.1 | -5% | -9 | -1
O=C(O)c1ccc(NS(=O)(=O)c2ccc(Cl)c(Cl)c2)cc1O | 16 | 764 | -0.1%[50 µM] | i | 1.3 | 9% | -2.5% | 2% | 1 | 8% | 8 | 12
CN1CCC(=NNC(=O)CSc2ccc(Cl)cc2)CC1 | 26 | 712 | 1.4% | i | 0.1 | -1% | -1.5% | -10% | 1.1 | -2% | -5 | 6
CCOC(=O)c1sc(NC(=O)CSc2nncs2)c(C(=O)OCC)c1C | . | . | 0.1% | i | 1.0 | 4% | -1.5% | 4% | 1 | 2% | -11 | -3
Cc1nn(-c2ccccc2)c2c1P(=O)(O)/C(=C1\N(C)c3ccccc3C1(C)C)C=N2 | . | . | 0.3% | i | 8.8 | 14% | 4.7% | 11% | 1 | -4% | -10 | -4
CCN(CC)CCNC(=O)c1nn(-c2ccc(C)cc2)c(=O)c2c1c1ccccc1n2C | 6 | 783 | -1.5% | i | 2.6 | 9% | -2.1% | 8% | 1.1 | 11% | -3 | -3
Cc1ccc(N(CC(=O)NCCSCc2ccco2)S(C)(=O)=O)cc1 | . | . | 0.0% | i | 8.1 | 2% | -1.2% | 12% | 1 | 3% | 7 | -47
O=Nc1c(-c2ccccc2)cc2ccccn12 | -15 | 683 | -0.4% | i | 0.3 | 16% | -0.9% | 8% | 0.9 | -4% | 14 | 5
Cc1cccc(C(=O)NC(=S)Nc2ccc(S(=O)(=O)N3CCCCC3)cc2)c1 | 0 | 769 | 4.8%[50 µM] | i | 0.3 | -4% | 2.1% | 2% | 0.9 | 16% | 31 | 16
CCO[C@H]1OC(C(=O)N2CCOCC2)=C[C@@H](C)[C@@H]1CCCO | -2 | 729 | 1.3% | i | 0.3 | 2% | -0.9% | 9% | 1 | 10% | 5 | 5
COc1ccc(C2CC(c3ccccc3)=NN2C(=O)COC(=O)CNC(=O)c2ccccc2)cc1 (stereo unspecified) | -10 | 691 | 0.0% | i | 1.2 | 7% | -0.4% | 6% | 1.4 | 17% | 2 | -16
O=C(Nc1cccc(C(=O)N2CCCC2)c1)c1ccccc1 | -23 | 705 | -0.4% | i | 4.3 | 4% | . | 6% | 1.1 | 10% | -7 | 21
COCc1nnc(NC(=O)c2ccccc2Oc2ccccc2)s1 | 9 | 690 | 0.0% | i | 0.8 | 6% | -0.3% | -2% | 1.1 | -1% | 13 | 13
Cc1nc(C(=O)NC2CC2)sc1C1(C)CC(c2cccc([N+](=O)[O-])c2)=NO1 (stereo unspecified) | 32 | 712 | -1.0% | i | 1.7 | 16% | . | . | . | . | . | .
CC(NC(=O)COC(=O)CCc1ccccc1)c1ccccc1 (stereo unspecified) | -17 | 635 | 2.2%[50 µM] | i | 1.5 | 3% | -3.2% | -4% | 1.1 | -2% | -2 | 4

From PubChem BioAssay
